Dynein cargo inh = blocks dynein driven cargo transport along microtubules; z-score, hits read low; 3617.4 mouse cells, GR-EGFP nuclear translocation imaging; test concentration mostly 20 µM; stimulated with dexamethasone, 1 µM; hits give low values; hit rate 0.47% among 220,000;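 active means plate z-score of nuclear minus cytoplasmic receptor signal below a set negative limit, without overly bright fluorescence or cell loss, cut at about -3.5 in these data, passing the limit was not always enough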;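 further: z-score of nuclear minus cytoplasmic ring GR-EGFP intensity difference per well; some compounds called inactive have numbers as strong as hits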
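Also added – dexamethasone, 1.0 µM final · Buffer or medium – tet-free, stripped-serum medium · Schedule – induction 48 h, compound 1 h, agonist 30 min · Detection – formaldehyde fixation, Hoechst nuclear stain, 10x automated fluorescence imaging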
LYP phosphatase = PTPN22 lymphoid phosphatase activity blockers – biochemical, fluorescence intensity, uHTS (AID 1779); recombinant LYP phosphatase, fluorescence intensity; higher % means a stronger effect; inhibition, % at 11.5 µM, or IC50 in µM where a hit was titrated; hit rate 0.054% among 290,000;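 further: plate controls were vehicle with enzyme for no effect and no enzyme for full effect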
human PMI inhibitors = MPI inhibition at elevated mannose 6-phosphate – biochemical, fluorescence intensity, high mannose 6-phosphate, primary screen (AID 1220); recombinant PMI enzyme, coupled fluorescence intensity; higher % means a stronger effect; one-dose inhibition, % at 20 µM; IC50 in µM for titrated hits; hit rate 0.66% among 190,000
XIAP displacement = XIAP antagonists, biochemical, IAP family, fluorescence polarization (AID 1018). XIAP BIR domain, fluorescence polarization peptide displacement; higher % means a stronger effect. displacement, % at 20 µM; hits with a dose series show IC50 in µM. hit rate 0.007% among 200,000; in the data active means displacement above about 50%; further: a part of the inactive calls stands beside numbers as strong as those of hits
P. falciparum M17LAP = P. falciparum M17LAP inhibitors, primary screen, biochemical, fluorogenic H-Leu-NHMec substrate, 1536-well (AID 1619); recombinant M17LAP, H-Leu-NHMec fluorogenic kinetic assay; higher % means a stronger effect; inhibition, % at 30 µM, or IC50 in µM where a hit was titrated; hit rate 0.38% among 220,000;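 active means compound inhibiting the enzyme by more than half at any dose during confirmatory dose-response retesting; inconclusive means strong single-dose inhibitors picked by rank but not retested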;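 further: plate controls were full reaction with DMSO carrier for no effect and no enzyme background for full effect; strong numbers were not always called active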
PMI inhibitors = inhibitors of human PMI, primary screen, biochemical, fluorescence intensity, coupled assay (AID 1209). purified PMI enzyme, coupled fluorescence intensity; higher % means a stronger effect. inhibition, % at 20 µM; hits with a dose series show IC50 in µM. hit rate 0.42% among 190,000;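 further: plate controls were DMSO vehicle for no effect and wells lacking substrate for full effect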
P. falciparum M1AAP = P. falciparum M1AAP inhibitors, biochemical, fluorogenic H-Leu-NHMec substrate, 1536-well (AID 1445); recombinant M1AAP, H-Leu-NHMec fluorogenic kinetic assay; higher % means a stronger effect; inhibition, % at 30 µM; hits with a dose series show IC50 in µM; hit rate 0.42% among 220,000;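 active means primary inhibition above the hit cutoff, then over 50% inhibition at one or more dose response concentrations, cut at about 23% in these data, passing the limit was not always enough; inconclusive means conflicting primary data, or primary hits not chosen for dose response; inactive means low primary inhibition, or under 50% at every dose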;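 further: plate controls were DMSO full reaction for no effect and no enzyme background for full effect; strong numbers were not always called active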
AID2073 = disruptors of CaV2.2 binding to Mint1 – biochemical, HTRF (AID 2073). hit rate 0.19% among 290,000. HTRF protein-protein interaction, Mint1-CaV2.2; higher % means a stronger effect. one-dose inhibition, % at 20 µM; IC50 in µM for titrated hits; in the data active means inhibition mostly above about 51%, no sharp cut-off; inconclusive means no clear call, values can overlap the other calls; inactive means mostly below about 53%; further: some results filed as inactive read as strong as hits
Siah-1 displacement = Siah-1 peptide-binding antagonists, primary screen, biochemical, fluorescence polarization, rhodamine-plectin, uHTS (AID 1817); Siah-1 / rhodamine-plectin peptide fluorescence polarization; higher % means a stronger effect; hit rate 0.02% among 290,000; one-dose displacement, % at 20 µM; IC50 in µM for titrated hits;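 active means displacement of at least 50% at 20 µM, with a fluorescence ratio check between 0.3 and a set limit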;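 further: plate controls were Siah plus tracer with DMSO for no effect and tracer alone without Siah for full effect; strong numbers were not always called active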
Dynein cargo inh cytoplasmic EGFP = recorded beside Dynein cargo inh, whose call it bears; z-score; measured here: cytoplasmic GR-EGFP intensity; hits give high values
Dynein cargo inh nuclear GR-EGFP = further read-out of Dynein cargo inh, marked with its call; z-score; measured here: nuclear GR-EGFP intensity;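 lower value marks the stronger effect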
Dynein cargo inh cell count = also measured in Dynein cargo inh; calls as there; z-score; measured here: cell count per field
Numbers without * were called inactive; ? = inconclusive; · = no result given. Unless noted, no stated cut-off is given here; in the data, active means inhibition above about 50%; inactive means the rest. This is a random part of the collection; overall some 2.1% were active at least once.

SMILES	Dynein cargo inh	Dynein cargo inh cytoplasmic EGFP	Dynein cargo inh nuclear GR-EGFP	Dynein cargo inh cell count	LYP phosphatase	human PMI inhibitors	XIAP displacement	P. falciparum M17LAP	PMI inhibitors	P. falciparum M1AAP	AID2073	Siah-1 displacement
CCOc1ccc2nc(COC(=O)c3cccc([N+](=O)[O-])c3)c(C(C)=O)[n+]([O-])c2c1	-0.87	-0.15	-0.039	-0.27	-9%	·	·	0%	·	-1%	-4%	0%
COc1ccccc1C1N(c2cc(Cl)ccc2OC)C(=O)C2CCCN21 (stereo unspecified)	-0.27	-0.17	-0.09	0.16	0%	-1%	7.7%	2%	-3%	0%	-7%	2%
Cc1cccc(CSc2ncccc2C(=O)O)c1	1.3	-0.18	1.9	-1.3	-1%	-7%	0.8%	10%	-5%	3%	-4%	3%
C=CCSc1nc2c(c(=O)[nH]c(=O)n2C)n1C(C)C	0.88	-0.3	-0.37	0.57	1%	2%	-5.3%	2%	11%	2%	-31%	-5%
COc1ccc(S(=O)(=O)NCC(=O)O)cc1C(=O)NC1CCCCC1	2.9	-0.14	2	-2.1	-6%	-12%	-8.4%	-10%	-16%	11%	?	-6%
CCOC(=O)C1(Cc2ccccc2C(F)(F)F)CCN(Cc2ccon2)CC1	-0.32	-0.25	0.26	0.58	-6%	·	·	-9%	·	1%	2%	2%
CCCN1CNc2c(c(=O)[nH]c(=S)n2CCc2ccc(OC)c(OC)c2)C1	-0.3	-0.2	0.17	-0.08	-10%	10%	-6.0%	0%	8%	6%	-4%	4%
CN(C)S(=O)(=O)c1ccc(Cl)c(C(=O)Nc2nc3ccccc3[nH]2)c1	0.35	-0.32	0.18	-0.56	0%	2%	-5.3%	1%	-4%	1%	16%	-2%
Fc1cccc2sc(N3CCCC3)nc12	1.1	-0.31	1.3	-0.2	-9%	-8%	-10%	-10%	-13%	-5%	-10%	-2%
COc1ccc(Nc2c(-c3ccc(OC)cc3)nc3cnccn23)cc1	0.71	-0.25	0.095	0.41	3%	8%	-5.3%	-19%	9%	13%	-9%	0%
Cc1ccc(-c2cc(N)on2)cc1	0.31	-0.28	0.44	0.41	-10%	10%	-8.1%	7%	13%	-1%	3%	2%
CCc1ccc(C(=O)Cn2cnc3cc([N+](=O)[O-])ccc3c2=O)cc1	1.2	-0.085	1.6	-1.7	2%	·	·	-1%	·	1%	-1%	-2%
CSc1nsc(N/N=C/c2ccccc2)c1C#N	-1.4	-0.26	-0.6	0.58	-8%	-42%	-1.8%	-2%	-39%	4%	13%	-8%
O=C(Nc1cc(Cl)ccc1Cl)c1noc2c1CCCC2	-1	-0.75	-0.29	0.48	-6%	·	·	0%	·	6%	25%	7%
OCCC1CN(Cc2ccon2)CCN1CCc1ccccc1 (stereo unspecified)	-0.023	-0.26	-0.21	0.36	-10%	9%	-3.4%	-4%	10%	-8%	12%	-4%
Cc1ccc(CNC(=O)c2ccc(CNc3c(N4CCCC4)c(=O)c3=O)cc2)cc1	-0.041	-0.21	0.11	0.056	5%	-7%	-4.2%	18%	-3%	2%	-1%	-7%
O=C(CCCN1C(=O)/C(=C/c2cccs2)SC1=S)NNC(=O)c1ccc(F)cc1	-0.26	-0.2	-0.33	0.39	2%	-4%	-1.5%	-4%	8%	-1%	-1%	0%
Cc1ccccc1CS(=O)(=O)CCC(=O)NCCCN1CCOCC1	-0.13	-0.3	-0.15	-0.28	-6%	1%	-7.2%	-3%	1%	1%	-5%	-6%
COc1ccc(NS(=O)(=O)c2cn(C)c(=O)n(C)c2=O)c(OC)c1	-0.64	-0.2	0.31	0.11	-2%	·	·	9%	·	4%	-9%	11%
CN1CCN(/C=C2\SC(=S)NC2=O)CC1	0.47	-0.41	0.34	1.2	1%	-5%	-3.2%	7%	-2%	7%	-6%	1%

The list goes on, overlapping the part above by 6 compounds.
SMILES	Dynein cargo inh	Dynein cargo inh cytoplasmic EGFP	Dynein cargo inh nuclear GR-EGFP	Dynein cargo inh cell count	LYP phosphatase	human PMI inhibitors	XIAP displacement	P. falciparum M17LAP	PMI inhibitors	P. falciparum M1AAP	AID2073	Siah-1 displacement
OCCC1CN(Cc2ccon2)CCN1CCc1ccccc1 (stereo unspecified)	-0.023	-0.26	-0.21	0.36	-10%	9%	-3.4%	-4%	10%	-8%	12%	-4%
Cc1ccc(CNC(=O)c2ccc(CNc3c(N4CCCC4)c(=O)c3=O)cc2)cc1	-0.041	-0.21	0.11	0.056	5%	-7%	-4.2%	18%	-3%	2%	-1%	-7%
O=C(CCCN1C(=O)/C(=C/c2cccs2)SC1=S)NNC(=O)c1ccc(F)cc1	-0.26	-0.2	-0.33	0.39	2%	-4%	-1.5%	-4%	8%	-1%	-1%	0%
Cc1ccccc1CS(=O)(=O)CCC(=O)NCCCN1CCOCC1	-0.13	-0.3	-0.15	-0.28	-6%	1%	-7.2%	-3%	1%	1%	-5%	-6%
COc1ccc(NS(=O)(=O)c2cn(C)c(=O)n(C)c2=O)c(OC)c1	-0.64	-0.2	0.31	0.11	-2%	·	·	9%	·	4%	-9%	11%
CN1CCN(/C=C2\SC(=S)NC2=O)CC1	0.47	-0.41	0.34	1.2	1%	-5%	-3.2%	7%	-2%	7%	-6%	1%
Cc1cccc(NC(=O)Nc2cccc(C#N)c2)n1	-0.16	-0.0073	0.18	0.26	2%	3%	-3.0%	-3%	4%	-6%	5%	2%
CCCC(c1nnnn1C(C)(C)C)N1CCN(C(=O)c2ccco2)CC1 (stereo unspecified)	-0.76	-0.34	-0.85	0.97	-5%	-5%	-8.8%	5%	0%	5%	2%	6%
COc1ccc(CCNC(=O)c2ccc3c(c2)NC(=O)C(N2CCOCC2)S3)cc1OC (stereo unspecified)	-0.14	-0.43	0.027	0.7	-8%	0%	-5.5%	1%	3%	-1%	-3%	-7%
CCC(CC)NC(=O)c1cc([N+](=O)[O-])ccc1N1CCOCC1	-0.14	0.32	-0.12	-0.54	-3%	12%	0.3%	20%	19%	3%	-9%	0%
COc1cccc(C2=NOC(C(=O)Nc3ccc(C(C)=O)cc3)C2)c1 (stereo unspecified)	-0.35	-0.25	0.32	-0.02	-2%	14%	2.2%	-2%	17%	2%	-8%	3%
CCNC(=S)NNC(=O)c1cc(C2CC2)nc2ccccc12	1.8	-0.14	1.2	-0.85	-8%	-6%	0.7%	2%	-3%	-8%	-41%	2%
CC(C(=O)Nc1ccc(Cl)cc1)c1ncc(C(F)(F)F)cc1Cl (stereo unspecified)	0.081	-0.17	0.37	0.91	0%	14%	-6.1%	-2%	20%	0%	-2%	0%
CCOC(=O)c1cn(-c2ccc([N+](=O)[O-])cc2)c2cc(Cl)c([N+](=O)[O-])cc2c1=O	-0.23	-0.11	-0.16	-0.13	0%	-1%	-6.6%	11%	6%	1%	9%	1%
Nc1ccc(-c2n[nH]c(=O)c3ccccc23)cc1N	2.2	-0.17	1.2	-1	-9%	4%	-2.6%	3%	9%	13%	6%	-2%
Cc1ccccc1CNS(=O)(=O)c1ccccc1[N+](=O)[O-]	-0.73	0.13	-0.41	0.49	-9%	3%	-6.0%	-1%	1%	-1%	10%	8%
CCOc1ccc(NC(=O)C(CC(=O)O)Cc2ccccc2)cc1 (stereo unspecified)	-1	0.5	-0.027	1.5	-5%	-1%	-4.3%	2%	-2%	0%	11%	10%
Cc1ccc2c(c1)C(=O)CC1(CCCC1)O2	0.26	-0.75	0.28	-0.41	-8%	·	·	3%	·	6%	14%	0%
Cc1ccc(OCc2nnc(SCC(=O)Nc3nccs3)n2-c2ccccc2)cc1C	0.4	-0.15	0.28	0.035	-10%	-9%	-3.7%	-12%	-14%	-5%	4%	1%
CN(C)/C=N/c1cc(=O)[nH]c(=O)n1C	1.1	-0.24	0.8	0.14	-3%	10%	-5.8%	8%	10%	-1%	2%	-1%
c1ccc(-c2cc3c(ccc4nonc43)nn2)cc1	-0.84	-0.21	-0.18	0.35	2%	11%	-2.3%	2%	10%	5%	-10%	10%
COc1ccc(CN2C(=O)c3ccccc3C(/C=N/OCc3ccc(Cl)cc3)C2=O)cc1 (stereo unspecified)	-0.22	-0.17	-0.23	0.76	6%	4%	-5.2%	-30%	-4%	6%	7%	4%
CCOC(=O)N1CCN(C(=O)CN(C)S(=O)(=O)c2ccc3c(c2)C(C)(C)C(=O)N3C)CC1	-0.62	-0.082	-0.14	0.76	-2%	-3%	-3.1%	0%	-6%	3%	16%	4%
CCCCC(=O)N(c1ccc(C(=O)O)cc1)c1nc(-c2ccc(Cl)cc2)c(CC)s1	-0.045	-0.28	0.096	-0.15	14%	16%	-14%	4%	3%	3%	24%	18%
COC(=O)C(C)n1nc(C)n(-c2ccc(C)cc2)c1=O (stereo unspecified)	0.64	-0.34	0.59	-0.72	0%	18%	-4.4%	4%	16%	-4%	4%	2%
Cn1cc([N+](=O)[O-])c(C(=O)NCc2ccccc2)n1	-0.17	0.044	-0.29	0.88	-5%	·	·	4%	·	-1%	1%	13%
Cc1[nH]nc2c1/C(=N\O)CC(C)(C)C2	0.31	-0.18	0.53	-0.44	-14%	0%	-7.4%	1%	2%	4%	-1%	-3%
CSc1nc(N)nc(C(C)C)n1	0.054	-0.27	0.53	-0.22	-6%	·	·	42%	·	6%	-5%	-5%
COc1ccc(C(=O)N/N=c2\oc3ccccc3cc2C(=O)NCc2ccccc2)cc1	0.55	-0.17	0.14	-0.41	-4%	6%	-2.0%	-25%	1%	0%	34%	1%
Cc1cccc(N2C(=O)SC(N(C)c3ccccc3)C2=O)c1 (stereo unspecified)	0.89	-0.22	1	-1.1	1%	12%	-5.3%	6%	20%	4%	-19%	2%
O=C(NCc1ccccc1Cl)NC(=O)c1ccccc1	0.6	0.14	0.17	0.1	-11%	-8%	-6.5%	-6%	-10%	1%	0%	1%
Cc1c(/C=C/C(=O)c2ccccc2O)cnn1C	-0.15	-0.22	-0.44	-0.2	9%	15%	-7.5%	-7%	9%	3%	-1%	4%
